# Source: PubChem BioAssay (The Scripps Research Institute Molecular Screening Center)
# ADAM17 inh: inhibitors of human ADAM17; recombinant ADAM17, EDANS/DABCYL FRET peptide cleavage; inhibition, % at 6.95 µM; actives 0.83% (n = 370,000); AID 720648;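 active = inhibition above the mean of compounds lying between control limits plus 3 SD, set per campaign, cut at about 8.5% in these data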;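 also: 0% = DMSO-only wells as the low control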
# PLC-gamma1 inh: inhibitors of human phospholipase C gamma1; P19174; purified PLC-gamma1, fluorogenic substrate, fluorescence; actives 0.84% (n = 370,000); inhibition, % at 12.2 µM; in the data active = inhibition above about 9.5%
# ADAM10 inh: inhibitors of human ADAM10 | recombinant ADAM10, EDANS/DABCYL FRET peptide cleavage, 3 h | inhibition, % at 7 µM | O14672 | actives 0.62% (n = 370,000);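 active = inhibition above a per-campaign cutoff equal to the mean of compounds falling between control-based bounds plus 3 SD, cut at about 20% in these data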;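 also: 0% = DMSO wells while the 100% control is not disclosed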
# TDP2 inh: TDP2 (human) inhibition, absorbance primary screen; recombinant TDP2, T5PNP hydrolysis, p-nitrophenol absorbance 415 nm; actives 0.34% (n = 370,000); AID 720702; inhibition, % at 12.8 µM;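 active = inhibition above the mean of all tested compounds plus 3 SD, set per campaign, cut at about 25% in these data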;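 also: 0% = DMSO with enzyme and 100% = buffer with substrate but no TDP2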
#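 Assay system: recombinant human TDP2 / Reagent: T5PNP substrate at 5 mM, a TopII-DNA adduct mimic / Measured by: epi absorbance from released p-nitrophenol / Evaluation: % inhibition relative to enzyme-containing and enzyme-free wells / Control set: enzyme-free and DMSO wells / Replicates: each compound tested once, singlicate / Schedule: enzyme reaction with compound for 2 h at 37 °C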
# Tn7 DDE FP: inhibitors of Tn7 peptide binding to human fibrin DD(E); P02675; FP displacement of FITC-Tn7 peptide from fibrin DD(E); 0% = median of compound wells per plate; inhibition, % at 8.3 µM; actives 0.13% (n = 370,000); AID 720508;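 active = inhibition above the mean of compounds falling within the control limits plus 3 SD of them, cut at about 14% in these data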;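 also: 0% = plate median of compound wells and 100% = 10 µM Aha-Tn7 peptide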
#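 system = human fibrin DD(E) protein | quantity = DD(E) 2 µM final | medium = Tris/NaCl/CaCl2 buffer, pH 7.8 | also added = labelled Tn7 tracer, 0.1 µM | compound dosing = single point at 8.3 µM | timing = compound with protein 10 min, then 3 h after probe, room temperature | signal = FP measurement | benchmarks = Aha-Tn7 high control | repeats = one replicate per compound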
# SIAE primary: human SIAE inhibition, primary screen. Q9HAT2. AID 1053197. SIAE FP-Rh probe binding, fluorescence polarization. inhibition, % at 9.66 µM. actives 0.69% (n = 370,000);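 active = inhibition above a cutoff: mean of compounds within the control limits plus 3 SD of those, cut at about 17% in these data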;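 also: 0% = plate median of compound wells and 100% = probe without SIAE protein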
# Tn6 DDE FP: disrupts Tn6 cyclic peptide binding to fibrin D-Dimer-E complex; AID 720509; P02675; Fibrin DD(E) TRITC-Tn6 fluorescence polarization displacement; inhibition, % at 8.3 µM; actives 0.21% (n = 370,000);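 active = inhibition above a per-campaign cutoff: mean of compounds within control limits plus 3 SD, cut at about 15% in these data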;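 also: 0% = median of all compound wells on the plate and 100% = blocking peptide control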
# ARFGAP1 inh: rat ARFGAP1 inhibition | Q62848 | Arfgap1-stimulated ARF1 GTP hydrolysis, GDP FP detection | inhibition, % at 16.5 µM | actives 0.26% (n = 360,000);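 active = inhibition above a per-plate limit, mean inhibition of low control wells plus 3 SD, cut at about 25% in these data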;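 also: 0% = DMSO wells with enzyme and 100% = wells lacking Arfgap1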
#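 Assay system: purified rat His6-Arfgap1 residues 1-136 (GAP domain); Reagent: human Δ17 ARF1 bound to GTP; Dosing: 16.5 µM single point, 1.26% DMSO; Times: GTP hydrolysis reaction 2 h at 25 °C; Signal: FP, GDP Alexa 633 tracer displaced from anti-GDP antibody, 620/688 nm; Measure: % inhibition from polarization.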
# ASAP1 inh: blocks human ASAP1-stimulated Arf1 GTP hydrolysis; GDP FP detection; actives 0.19% (n = 360,000); inhibition, % at 16.5 µM; Q9ULH1; AID 624377; in the data active = inhibition above about 25%;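 also: 0% = vehicle with enzyme and substrate and 100% = no enzyme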
# PLCb3 inh: blocks human PLC-beta3 enzyme activity | AID 720704 | inhibition, % at 12.2 µM | Q01970 | actives 0.18% (n = 370,000) | Purified PLC-beta3, fluorogenic substrate, fluorescence; in the data active = inhibition above about 11%;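 also: 0% = median of compound wells on plate and 100% = full blocker control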
# Target sequence (Q01970 whole entry, looked up): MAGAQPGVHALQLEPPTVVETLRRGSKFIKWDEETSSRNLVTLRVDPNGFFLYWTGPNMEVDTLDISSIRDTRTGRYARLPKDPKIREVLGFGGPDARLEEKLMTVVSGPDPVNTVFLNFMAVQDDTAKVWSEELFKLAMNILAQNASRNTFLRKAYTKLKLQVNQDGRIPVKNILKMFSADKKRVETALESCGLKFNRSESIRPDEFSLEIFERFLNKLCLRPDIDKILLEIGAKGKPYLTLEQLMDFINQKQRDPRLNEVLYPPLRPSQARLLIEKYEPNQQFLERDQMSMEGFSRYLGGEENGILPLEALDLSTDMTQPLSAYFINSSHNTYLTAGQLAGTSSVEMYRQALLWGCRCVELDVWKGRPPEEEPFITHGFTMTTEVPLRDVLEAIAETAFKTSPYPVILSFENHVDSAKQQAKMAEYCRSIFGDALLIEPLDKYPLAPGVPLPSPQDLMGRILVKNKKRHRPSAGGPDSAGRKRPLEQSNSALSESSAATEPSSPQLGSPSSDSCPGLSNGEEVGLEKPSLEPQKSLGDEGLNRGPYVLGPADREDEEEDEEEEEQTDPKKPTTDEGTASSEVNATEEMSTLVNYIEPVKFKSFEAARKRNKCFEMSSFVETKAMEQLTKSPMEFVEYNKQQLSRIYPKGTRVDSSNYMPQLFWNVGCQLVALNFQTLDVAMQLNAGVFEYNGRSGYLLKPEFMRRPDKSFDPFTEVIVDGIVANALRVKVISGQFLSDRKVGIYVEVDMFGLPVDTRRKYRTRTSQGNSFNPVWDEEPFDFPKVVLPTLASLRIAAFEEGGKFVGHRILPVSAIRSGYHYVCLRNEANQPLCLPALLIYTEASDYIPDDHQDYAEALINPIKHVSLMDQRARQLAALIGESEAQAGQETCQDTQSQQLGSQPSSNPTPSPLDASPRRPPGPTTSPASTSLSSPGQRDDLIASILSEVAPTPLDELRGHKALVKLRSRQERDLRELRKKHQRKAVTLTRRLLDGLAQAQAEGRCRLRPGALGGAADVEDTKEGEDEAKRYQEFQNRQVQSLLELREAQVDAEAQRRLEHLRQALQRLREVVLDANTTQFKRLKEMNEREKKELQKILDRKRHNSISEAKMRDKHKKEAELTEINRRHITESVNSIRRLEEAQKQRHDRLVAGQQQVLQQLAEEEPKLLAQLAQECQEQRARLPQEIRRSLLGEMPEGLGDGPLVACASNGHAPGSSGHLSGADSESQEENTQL
# * marks the source's active call; other numbers are inactive results; i = inactive.
SMILES,ADAM17 inh,PLC-gamma1 inh,ADAM10 inh,TDP2 inh,Tn7 DDE FP,SIAE primary,Tn6 DDE FP,ARFGAP1 inh,ASAP1 inh,PLCb3 inh
Cc1cccnc1NC(=O)c1cccc(S(=O)(=O)NCc2ccccc2)c1,0,6,-8,5,-7,1,0,0,4,-6
COc1cc(C(=O)Nc2cccc(C)c2C)ccc1OCC(=O)N1CCOCC1,1,0,-6,-8,4,-2,3,3,-2,-4
O=S(=O)(c1ccccc1)N1CCN(c2nnc(-c3ccccc3)c3ccccc23)CC1,-1,2,-7,-7,4,-2,0,-1,-6,-6
Cn1cccc1CNC(=O)Nc1ccc(Cl)c(Cl)c1,-2,-3,3,-14,7,-3,2,-6,-7,0
Cc1c(C(=O)N2CCCCC2)c(S(=O)(=O)NCCc2ccccc2)c(C)n1C,-5,3,6,-4,2,-11,1,-1,1,-16
CC(=O)N1CCCc2cc(S(=O)(=O)Nc3cccc(C)c3C)ccc21,3,5,-1,3,2,0,2,-6,9,-5
O=C(Nc1ccc2c(c1)OCO2)c1cc(C2CCCN(C(=O)C3CCCCC3)C2)on1 (stereo not drawn),1,0,-2,-2,6,0,8,2,-9,4
Cn1cc(C(=O)NS(=O)(=O)Nc2ccc(Br)cc2)c2ccccc21,1,1,3,-12,5,-4,2,-4,-5,-7
COc1ccc(CNC(=O)CN(C(=O)CCC(=O)Nc2nccs2)c2ccccc2C)cc1,-3,-1,-7,4,-6,-1,-6,15,-6,-7
CCOc1ccccc1N1CCN(C(=S)NC(=O)C23CC4CC(CC(C4)C2)C3)CC1,0,3,-6,3,0,1,5,-9,3,3
CCn1c(C)nnc1SCC(=O)Nc1ccc(C(C)=O)cc1,0,0,-3,18,-6,6,1,-2,3,-4
O=C(CSc1nnc(-c2ccccc2)n1-c1ccccc1)NCc1ccco1,-3,4,9,-7,-2,5,-8,-4,11,2
O=C(CN1C(=O)C2C3CCC(C3)C2C1=O)N1CCN(Cc2ccccc2)CC1 (stereo not drawn),0,4,10,-3,0,0,3,-13,6,-4
CCC(Cc1ccccc1)NC(=O)C1=C(C)C(=O)OC12CCC(C)CC2 (stereo not drawn),-3,0,-4,-8,-3,-4,7,2,-4,-3
COc1cccc(CC(=O)Nc2ncc(C)s2)c1,-1,-3,4,17,7,11,1,0,10,-7
OCCC1CN(Cc2cccn2-c2cccnc2)CCN1Cc1ccc(F)cc1 (stereo not drawn),0,1,3,4,-2,5,-6,7,-9,1
COc1ccccc1C1CC(c2ccco2)=NN1S(C)(=O)=O (stereo not drawn),-4,-2,-2,-3,8,0,-3,-4,-2,-9
CSCCC(NC(=O)c1ccc(Cl)cc1)C(=O)OCC(=O)Nc1cc(Cl)ccc1C (stereo not drawn),3,2,6,8,6,-4,15,12,-4,-1
CCOC(=O)C1CCCN(C(=O)Cn2nc(Cc3cccnc3)c3ccccc3c2=O)C1 (stereo not drawn),1,4,7,5,-4,0,1,5,1,2
Cc1cc(C)c2c(n1)SCC(=O)N2CC(=O)Nc1ccc(Br)c(C)c1,4,4,12,-5,-1,-3,-2,12,-1,-4
Cn1cc(S(=O)(=O)NCc2ccc3c(c2)OCO3)c(C(F)(F)F)n1,0,0,9,4,-1,1,10,12,-3,-3
CCS(=O)(=O)Nc1ccc(C2=NN(S(=O)(=O)CC)C(c3cccs3)C2)cc1 (stereo not drawn),-65,-10,-207,2,-2,1,-4,7,-3,-18
CCN(CC)c1nc(N)c([N+](=O)[O-])c(NCCO)n1,6,10*,14,-1,1,-1,-10,6,-1,8
Cc1cc(=O)oc2cc(OC(=O)c3nn(C(C)C)c(=O)c4ccccc34)ccc12,i,i,i,4,-5,-1,3,5,-12,i
COc1ccc2c(c1)cc(C(=O)N[C@H](C(=O)N1CCC(C(=O)O)CC1)C(C)C)n2C,-123,-132,-330,-3,-4,8,1,1,5,-198
# Next section:
SMILES,ADAM17 inh,PLC-gamma1 inh,ADAM10 inh,TDP2 inh,Tn7 DDE FP,SIAE primary,Tn6 DDE FP,ARFGAP1 inh,ASAP1 inh,PLCb3 inh
O=C(c1cc2ccccc2o1)N1CCN(c2cccc(C(F)(F)F)c2)CC1,2,0,-5,4,-4,1,-10,14,7,-7
N#Cc1ccc(Oc2cnccn2)cc1,-2,2,-1,3,5,5,0,-8,-8,-3
O=C1NC[C@@H](Cc2ccc(O)cc2)N(CCc2cccc3ccccc23)C1=O,3,3,11,-5,-2,-1,-10,-1,6,7
O=C(CS(=O)(=O)c1cn(CC(=O)N2CCOCC2)c2ccccc12)Nc1ccccc1,-4,1,2,-5,7,3,9,-2,9,0
COc1ccc(C(=O)Nc2cccc(-c3ccc4nncn4n3)c2)cc1OC,-1,7,6,-11,-2,-1,-2,3,2,0
CC(C)CC(N=C1NC(C)(C)Cc2ccccc21)C(=O)O (stereo not drawn),1,-1,-4,-5,5,-2,10,-5,-3,2
CC(C)(C)c1ccc(C(=O)CC(Sc2ccc(Cl)cc2)C(=O)O)cc1 (stereo not drawn),-1,0,-1,1,2,1,3,-10,-2,-4
CC(=O)c1c(OC(=O)c2ccc(C)cc2)c2ccccc2n1C,1,-1,11,7,-9,7,-5,17,-8,-4
O=c1cc(-c2ccccc2)[nH]n1-c1nc2ccccc2s1,-4,-11,-4,5,-2,3,2,-12,10,-14
O=C(CSc1nnc(Cc2cc(=O)[nH]c(=O)[nH]2)n1-c1ccccc1)N1CCCC1,1,1,2,-12,-10,-5,1,-5,12,3
O=C(Nc1ccc(Cl)cc1)C1=Cc2cc(Cl)ccc2OC1,4,-8,-5,-3,2,3,-1,14,9,-13
CCCCC(=O)Nc1ccc(N2CCN(S(C)(=O)=O)CC2)cc1,-7,3,1,8,-4,0,8,4,1,1
COc1ccc(C(=O)N/C(=C/c2cccnc2)C(=O)NCc2ccco2)cc1OC,-2,-6,-7,8,1,6,-2,-1,-5,-14
Cc1ccc2c(CC(=O)Nc3ccc(N4CCN(C)CC4)cc3C)coc2c1,0,-4,-2,-13,-10,8,2,4,6,-8
CCN1CCN(C(=O)Cn2nc(-c3ccc(Cl)cc3)ccc2=O)CC1,-3,0,-4,21,5,3,-4,6,11,-6
O=c1cc(N2CCN(c3ccccc3)CC2)[nH]c(=O)n1Cc1ccc(F)cc1,0,3,-4,0,-5,-1,3,-4,-3,1
COCCNC(=S)N1CCN(Cc2ccc3c(c2)OCO3)CC1,-1,-1,-6,-4,5,-3,13,11,0,2
CC(C)(C)c1ccc(C(=O)O)c(C(=O)c2ccc(C(=O)O)cc2)c1,-1,-1,0,-9,-4,-3,-8,7,12,-7
Cc1ccccc1NC(=O)CSc1nnc2ccc(-c3ccccn3)nn12,-3,-9,3,-4,-2,-5,-1,6,2,-8
CN(C)c1ccc(C(=O)c2ccccc2C(=O)O)cc1[N+](=O)[O-],2,6,1,3,4,8,2,4,7,2
COc1ccc(NC(=O)c2oc3ccccc3c2C)c(OC)c1,0,-3,-1,7,-6,3,3,1,7,-5
Nc1nc(N)nc(-c2cc(C(F)(F)F)ccc2Cl)n1,-1,3,-2,-1,-4,3,-1,1,3,1
COc1ccc(CN(C)Cc2c(O)ccc3ccccc23)cc1,-14,-4,-37,-14,2,5,3,2,21,-16
O=C(c1ccccc1CCc1ccccc1)N1CCCC1,0,5,2,10,2,-2,-2,-14,3,-5
Cc1ccc(NC(=O)CN(C)C(=O)c2ccc(Cl)nc2)cc1,-5,1,-10,-4,-2,0,1,9,-13,-1

# Retrieved one by one from the list above:
SMILES,ADAM17 inh,PLC-gamma1 inh,ADAM10 inh,TDP2 inh,Tn7 DDE FP,SIAE primary,Tn6 DDE FP,ARFGAP1 inh,ASAP1 inh,PLCb3 inh
Nc1nc(N)nc(-c2cc(C(F)(F)F)ccc2Cl)n1,-1,3,-2,-1,-4,3,-1,1,3,1
COCCNC(=S)N1CCN(Cc2ccc3c(c2)OCO3)CC1,-1,-1,-6,-4,5,-3,13,11,0,2
COc1ccc(NC(=O)c2oc3ccccc3c2C)c(OC)c1,0,-3,-1,7,-6,3,3,1,7,-5

# (next part)
SMILES,ADAM17 inh,PLC-gamma1 inh,ADAM10 inh,TDP2 inh,Tn7 DDE FP,SIAE primary,Tn6 DDE FP,ARFGAP1 inh,ASAP1 inh,PLCb3 inh
CC(C)c1ccc(CNc2nnnn2C)cc1,-4,-1,-3,-5,4,-1,19*,-8,1,-9
CCOc1ccc(CCN2C(=O)CCC2(C)C(=O)NC(C)CC)cc1OCC (stereo not drawn),3,6,0,-31,-1,-12,-3,-5,7,5
CCc1ccc(-c2nc(CN3CCC(C(=O)N4CCN(c5ccccn5)CC4)CC3)c(C)o2)cc1,-1,4,4,-18,-6,-3,-7,16,2,1
O=C1CN(C(=O)COc2ccccc2)c2ccccc2N1,-6,-2,-3,7,7,-3,-1,-3,-2,-13
CCC12CN3CCN(CC(C3)/C1=N\NC(=O)c1ccc(F)cc1)C2,2,-3,-1,-5,-2,2,7,5,-2,-4
Cc1ccc(-c2c[nH]c(=S)n2-c2ccccc2F)cc1,4,2,13,-8,-2,5,-7,11,-1,3
C[C@H](c1ccccc1)N1C[C@@H](COCc2ccccc2)Oc2cc(N3CC[C@H](N(C)C)C3)ccc2S1(=O)=O,-2,3,-9,2,-1,1,-3,-10,7,-4
O=C1c2ccccc2NC(c2cc(Cl)cc(Cl)c2O)N1CCc1ccccn1 (stereo not drawn),-2,-6,-6,-10,-5,4,0,-13,5,-7
O=C(CSc1nc2cccc(F)c2c(=O)n1-c1ccccc1)Nc1ccc2c(c1)CCC2,3,5,-8,-18,-2,-1,-3,0,7,2
CC1Cc2ccccc2N1C(=O)CSc1nnc(CSc2ncccn2)n1C (stereo not drawn),-3,-1,6,3,-1,1,-1,-4,3,5
CC1Cc2cc(S(=O)(=O)N3CCN(c4ccccc4F)CC3)ccc2N1C(=O)C1CC1 (stereo not drawn),0,-1,-2,5,-1,-4,1,8,10,-6
COc1ccccc1-c1sc2ccccc2c1-c1ccccc1OC,4,-1,4,-5,3,-5,5,-5,-6,-5
